Ins promoter up: MIN6 insulin promoter up-regulation. MIN6 insulin promoter-GFP reporter, high-content imaging; stronger effect = higher value. z-score at 5 µM. 190,000 compounds, 0.3% hits. AID 1625;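 active = z-score above 3 at 5 µM with at least 500 cells counted in the well; inconclusive = wells under 500 cells, flagged as cytotoxic or low count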
MT stabilize HCS: microtubule stabilizers in HeLa cells. 200,000 compounds, 0.83% hits. HeLa tubulin immunostaining HCS, 24 h; share of cells brighter than vehicle mean+2SD. AID 2205. % tubulin-high responders, % at 10 µM;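 active = plate Z-score above 3 for both tubulin-high and condensed-nucleus cell shares, with cell loss under 80%, at 10 µM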;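 also: anti alpha tubulin signal scored within the nucleus-defined area of each cell; some results filed as inactive read as strong as hits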
Dynein transport: blocks dynein driven cargo transport along microtubules; z-score, hits read low; 3617.4 mouse cells, GR-EGFP nuclear translocation imaging; test concentration mostly 20 µM; stimulated with dexamethasone, 1 µM; stronger effect = lower value; 220,000 compounds, 0.47% hits;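 active = plate z-score of nuclear minus cytoplasmic receptor signal below a set negative limit, without overly bright fluorescence or cell loss, cut at about -3.5 in these data, passing the limit was not always enough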;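 also: z-score of nuclear minus cytoplasmic ring GR-EGFP intensity difference per well; some compounds called inactive have numbers as strong as hits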
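Buffer or medium – tet-free medium with charcoal-stripped serum · Signal – automated 10x imaging of fixed Hoechst-stained cells · Also added – dexamethasone agonist, 1.0 µM final, for 30 min · Incubation – induction 48 h, compound 1 h, agonist 30 min · Read-out – GR-EGFP nuclear translocation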
Autophagy HCS: modulators of autophagy; MEF GFP-LC3 puncta imaging; test concentration mostly 10 µM; calls only at 10 µM (by protocol); 190,000 compounds, 0.98% hits; AID 463193;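 active = percentage of spot-positive cells more than 3 SD above its plate mean, without a fluorescence outlier flag or 80% toxicity; inconclusive = no clear call, values can overlap the other calls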;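 also: spot-positive cell cutoff set from DMSO-treated cells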
T cell HTS: T cell immune modulation candidate | 2C CD8+ T cell-vesicle binding, flow cytometry; stronger effect = lower value | calls only at 7 µM | 330,000 compounds, 0.068% hits;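 active = response, share of CD8 T cells binding vesicles, and their 90th percentile fluorescence all below set limits, cut at about 80% in these data, passing the limit was not always enough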
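Incubation: binding step 1.5 h, 37 °C, antibody labelling 20 min, ice; system: murine 2C transgenic CD8+ T lymphocytes; technique: cytometric PE anti-B7-1 and Alexa647 anti-CD8 signals after 1% paraformaldehyde fixation; also added: QL9-charged Drosophila Ld/ICAM-1/B7-1 vesicles; control set: naked versus QL9-loaded vesicles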
bCat nuc transl: modulators of beta-catenin nuclear translocation; 190,000 compounds, 0.3% hits; HeLa beta-catenin nuclear translocation, immunofluorescence imaging; AID 1665; nuclear translocation activity, % at 5 µM;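 active = nuclear translocation activity above 50% at 5 µM, with a well cell count of 50 or more; inconclusive = wells under 50 cells across six images, flagged as toxic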;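 also: per-cell ratio of nuclear to cytoplasmic median beta-catenin stain intensity; plate controls were DMSO negative control for no effect and GSK-3 inhibitor IX positive control for full effect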
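System: Human HeLa cells, endogenous beta-catenin | Compound dosing: 5 µM primary, 0.02–20 µM confirmation | Timing: 24 h compound exposure at 37°C, 5% CO2 | Measured by: Fluorescence imaging of beta-catenin antibody stain plus DAPI | Read-out basis: % activation of per-cell nuclear versus cytoplasmic median beta-catenin signal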
ER stress rescue: protection against thapsigargin-triggered cell killing – 384-well, CSM14.1, ATP luminescence, primary screen (AID 1222); cellular ATP content (survival), % at 20 µM, or EC50 in µM where a hit was titrated; 190,000 tested, under 10 active; CSM14.1 thapsigargin-induced death rescue, ATP luminescence; higher % means a stronger effect;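 active = EC50 below 50 µM in the dose-response confirmation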;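 also: death triggered by thapsigargin at about 15 µM added after 2 h compound pretreatment; cell ATP read after overnight thapsigargin exposure of roughly 18 to 22 hours; normalized against plate controls of thapsigargin alone and 5% DMSO vehicle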
Salmonella PhoP GFP: PhoP-dependent GFP reporter repression – Salmonella Typhimurium, primary screen (AID 1863) | S. Typhimurium PhoP-regulated promoter GFP reporter, 4 h; higher % means a stronger effect | inhibition, % at 50 µM; hits with a dose series show IC50 in µM | 300,000 compounds, 0.16% hits;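 active = inhibition over 29.93%, a cutoff 3 SD above the screen mean, later confirmed by dose response; inconclusive = inhibition over 29.93% but no dose response follow-up; inactive = inhibition at most 29.93% or unconfirmed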;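 also: 0% = low Mg2+ inducing control and 100% = high Mg2+ repressing control; strong numbers were not always called active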
Lipid droplet: modulators of hepatic lipid droplet formation | AML12 mouse hepatocytes, oleate lipid droplets, BODIPY imaging | inhibition, % at 6.5 µM | 240,000 compounds, 0.4% hits | AID 1656;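 active = lipid droplet intensity inhibited by at least 50%, with more than 500 cells counted; inconclusive = wells with under 300 cells, treated as cytotoxic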
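Assay system: AML12 hepatocytes (mouse); Probe or stimulus: oleic acid at 100 µM to induce lipid droplet formation; Dosing: compound at 6.5 µM only; Schedule: compound with oleate, overnight; Detection: fluorescence imaging, 20x objective, two fields per well; Measure: % inhibition of lipid droplet signal.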
Dynein transport cytoplasmic EGFP: recorded beside Dynein transport, whose call it bears; z-score; measured here: cytoplasmic GR-EGFP intensity; stronger effect = higher value
Dynein transport nuclear GR-EGFP: also measured in Dynein transport; calls as there; z-score; measured here: nuclear GR-EGFP intensity;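 lower value marks the stronger effect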
Dynein transport cell count: second read-out of Dynein transport, no call of its own (marks repeat the call); z-score; measured here: cell count per field
Ins promoter up cell count: also measured in Ins promoter up; calls as there; cell count; measured here: cytotoxicity, nuclei count;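 total cells summed across four imaged fields per well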
Lipid droplet cells 6.5 µM: also measured in Lipid droplet; calls as there; cell count; measured here: cell count, cytotoxicity flag;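 cells counted across two imaged fields per well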
bCat nuc transl cell count 5 µM: further read-out of bCat nuc transl, marked with its call; cell count; measured here: cell count, cytotoxicity flag
T cell HTS vesicle-bound %: also measured in T cell HTS; calls as there; double positive events, %; measured here: CD8+ vesicle-bound cell fraction;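 binding gate set so that unloaded-vesicle control wells show 10% double positive cells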
MT stabilize HCS Hoechst-high %: second read-out of MT stabilize HCS, no call of its own (marks repeat the call); % Hoechst-high responders; measured here: nuclear condensation Hoechst responders;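 share of cells brighter than vehicle mean plus two SD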
MT stabilize HCS cytotoxicity %: second read-out of MT stabilize HCS, no call of its own (marks repeat the call); toxicity, %; measured here: cytotoxicity by cell density;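 0% = mean cell density of plate MIN control wells and 100% = no cells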
Autophagy HCS cell loss 18 h: also measured in Autophagy HCS; calls as there; toxicity, %; measured here: cell loss, nuclei count;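 cell loss after 18 h compound exposure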
Starred values were filed as active, the others as inactive; i = inactive; ? = inconclusive; . = no result given; + = active, no number.

SMILES	Ins promoter up	Ins promoter up cell count	MT stabilize HCS	MT stabilize HCS Hoechst-high %	MT stabilize HCS cytotoxicity %	Dynein transport	Dynein transport cytoplasmic EGFP	Dynein transport nuclear GR-EGFP	Dynein transport cell count	Autophagy HCS	Autophagy HCS cell loss 18 h	T cell HTS	T cell HTS vesicle-bound %	bCat nuc transl	bCat nuc transl cell count 5 µM	ER stress rescue	Salmonella PhoP GFP	Lipid droplet	Lipid droplet cells 6.5 µM
CC(C)c1ccc(C2C3CSCC=C3C(C#N)=C(N)C2(C#N)C#N)cc1 (stereo unspecified)	.	.	0.9	0.9	11.1	-2.79	1.55	-1.12	0.341	i	-7.0	i	31.1	-6.6	1265	-1.4%	38.8%	-1.0	785
CCCc1nnc(NC(=O)C2CCCO2)s1 (stereo unspecified)	-0.73	1403	1.8	1.6	3.8	-0.777	-0.239	-0.412	1.21	i	-0.2	i	37.5	-6.4	1001	-2.1%	-4.3%	.	.
O=C1CC(C2CCCO2)C(=O)N1c1ccccc1 (stereo unspecified)	.	.	3.6	2.1	8.5	-0.691	-0.256	-0.401	-0.204	i	24.8	i	14.5	3.9	449	-1.5%	-1.8%	-16.6	713
S=C(NCCc1ccccc1)N/N=C/c1ccccc1Cl	0.2	1437	5.2	1.8	8.2	0.0406	-0.217	-0.115	0.144	i	8.0	i	42.7	-1.4	1193	-0.6%	-7.8%	31.3	673
COc1ccc(/C=N/NC(=O)c2ccc(COc3ccccc3Cl)o2)c(OC)c1C	-0.17	1362	1.7	5.5	9.3	-0.515	-0.318	-0.695	0.791	i	2.2	i	54.2	-3.8	578	-1.5%	-9.6%	4.8	696
CCc1ccc(NC(=O)CCN2C(=O)c3cccnc3C2=O)cc1	0.39	1299	4.7	3.2	4.4	0.3	-0.33	0.16	-0.162	i	8.3	i	43.4	-1.3	1367	-1.8%	-6.0%	.	.
Cc1c(C(C)C)c(=O)n(-c2ccc(S(=O)(=O)NCc3ccccc3)cc2)n1C	?	.	2.7	1.8	2.5	0.22	-0.3	0.344	-0.417	i	-3.5	i	51.0	1.7	1056	-5.6%	-7.1%	-6.8	693
Cc1ccc(S(=O)(=O)N2CCN(C(=O)c3nn(C(C)C)c(=O)c4ccccc34)CC2)cc1C	-0.13	888	1.1	1.5	21.8	-0.934	-0.0769	-0.405	0.0173	i	-0.2	i	5.7	-0.4	1119	-2.6%	-0.7%	-3.0	757
CCN(CC)Cc1c(NC(=O)c2ccccc2)sc(C)c1C	0.34	1362	1.7	2.5	4.0	0.173	-0.24	-0.132	0.608	i	-5.0	i	48.3	.	.	2.0%	-5.6%	-1.8	721
CN(Cc1ccon1)C(=O)CCc1nnc(Cc2ccc(-c3ccccc3)cc2)o1	0.32	1523	1.3	1.2	5.8	-0.223	-0.287	-0.254	0.425	i	6.1	i	59.0	-0.7	985	3.2%	-3.1%	3.0	756
CN1C(=O)/C(=C/C=C2\SCCN2C)OC1=S	-0.07	1514	3.2	3.2	5.0	-0.437	2.27	0.17	-0.319	i	-6.7	i	25.3	0.5	1464	0.1%	-5.0%	4.1	694
COC(=O)c1ccccc1NC(=O)N1c2ccccc2Sc2ccccc21	-0.45	1176	1.4	1.6	4.9	1.23	-0.241	1.11	-1.8	i	3.6	i	35.0	0.2	938	-1.3%	1.8%	-30.4	680
CCCC12CN3CCN(CC(C3)/C1=N\NC(=O)Nc1ccccc1)C2	0.1	1342	4.1	1.3	3.0	-0.805	0.0605	-0.124	0.764	i	15.1	i	35.4	-0.6	991	-1.8%	0.9%	-0.2	636
O=C(CN1CCSc2ccccc21)NCCCc1ccccc1	.	.	2.9	3.6	6.2	-0.245	-0.306	-0.102	0.71	i	3.3	i	27.2	-0.2	1097	-1.5%	0.6%	0.5	740
Cc1ccc2c(c1)c1c(n2C)C(=O)CCC1	-0.15	1465	4.4	4.3	4.1	-0.97	-0.235	-1.03	1.78	i	-5.8	i	12.1	2.8	1356	0.3%	-1.0%	.	.
CN(Cc1cn(-c2ccccc2)nc1-c1cc2ccccc2o1)C(=O)CCC(=O)O	-0.78	1271	2.8	2.1	6.2	0.647	-0.228	0.337	-1.12	i	6.6	i	52.0	1.1	1066	-1.9%	4.1%	14.8	717
COc1cc(C(=O)OCC(=O)Nc2ccc(SC(F)F)cc2)cc(OC)c1OC	0.33	1202	2.8	3.5	8.6	1.22	-0.277	0.226	-0.414	i	-5.4	i	43.8	.	.	-1.4%	9.1%	15.2	689
Cc1cc(C(=O)N2CCN(C(=O)c3ccco3)CC2)ccc1[N+](=O)[O-]	0.25	1613	2.6	3.2	8.4	-0.324	-0.287	0.435	0.248	i	5.8	i	54.9	-3.6	1116	-1.9%	-11.6%	20.4	759
Cc1cccc(C(=O)Nc2ccccc2C(=O)OCc2c(C)noc2C)c1	-0.78	1502	1.4	1.5	8.6	-0.881	-0.207	-0.465	0.925	i	-12.3	i	53.9	-1.0	1296	1.9%	-1.4%	.	.
COc1ccc(Br)cc1S(=O)(=O)NNC(=O)c1c(C)nc2ccccn12	-0.61	1508	1.7	1.7	7.5	-0.203	0.302	-0.0752	1.04	i	0.7	i	51.5	-0.7	1039	1.1%	-7.7%	-0.5	701
COc1ccc(OC)c(C2C3CN(C(C)C)CC=C3C(C#N)=C(N)C2(C#N)C#N)c1 (stereo unspecified)	17.1*	1387*	3.1	0.9	11.2	-2.27	25.9	2.83	0.782	+	2.8*	i	49.1	5.7	1471	-2.0%	-10.2%	.	.
COc1ccc(CC(=O)c2ccc(OC)c(OC)c2)cc1	-0.66	1258	1.5	3.9	9.0	0.149	-0.323	-0.286	0.707	i	-12.2	i	8.5	3.9	510	-3.9%	5.3%	-2.3	733
COC(=O)C1=CN(C)C=C(C(=O)OC)C1c1ccsc1	-0.23	1331	1.7	1.9	10.9	-0.0858	-0.179	-0.0561	-0.0304	i	-9.0	.	.	-3.8	1189	5.1%	14.4%	-0.4	703
OC(CN1CCc2ccccc2C1)c1ccccc1 (stereo unspecified)	0.14	1371	4.7	1.7	8.1	1.1	0.697	1.51	-1.36	i	-13.2	i	51.2	-2.3	1187	-0.9%	7.5%	13.7	688
COc1ccc(NC(=S)Nc2cccc(C(F)(F)F)c2)c(C)c1	-1.01	1339	1.7	2.6	0.5	-0.937	-0.276	-0.377	0.819	i	12.9	i	36.8	-2.6	1113	-0.7%	-7.4%	-1.5	710
SMILES	Ins promoter up	Ins promoter up cell count	MT stabilize HCS	MT stabilize HCS Hoechst-high %	MT stabilize HCS cytotoxicity %	Dynein transport	Dynein transport cytoplasmic EGFP	Dynein transport nuclear GR-EGFP	Dynein transport cell count	Autophagy HCS	Autophagy HCS cell loss 18 h	T cell HTS	T cell HTS vesicle-bound %	bCat nuc transl	bCat nuc transl cell count 5 µM	ER stress rescue	Salmonella PhoP GFP	Lipid droplet	Lipid droplet cells 6.5 µM
Cc1ccc(C(=O)OCC(=O)c2c[nH]c3ccccc23)cc1NC(=O)c1ccco1	-0.25	1656	3.4	2.5	5.4	0.809	-0.31	0.306	0.197	i	18.8	i	63.0	-3.0	1080	0.5%	-1.4%	-22.2	693
CCOc1ccc(C(=O)Nc2ccc(-c3cc4ccccc4oc3=O)c(C)c2)cc1[N+](=O)[O-]	-0.54	1328	6.4	3.2	0.4	-0.552	-0.232	-0.237	1.42	i	4.0	i	61.2	-1.2	1126	-0.4%	-19.7%	45.8	645
Cc1ccc2c(c1)NC(=O)c1cccc([N+](=O)[O-])c1CO2	-0.42	1476	2.1	1.9	4.7	0.203	-0.291	0.112	0.198	i	4.8	i	29.2	0.0	1076	-1.3%	7.2%	-4.1	663
CCC(Sc1ncnc2c1c(-c1ccccc1)cn2-c1ccc(OC)cc1)C(=O)OC (stereo unspecified)	-0.45	1465	2.0	1.3	4.2	-0.108	-0.254	-0.265	0.358	i	7.3	i	13.7	0.7	1189	-0.6%	-4.4%	-1.9	603
COc1cc(C)c(NC(=O)C(=S)NCCc2ccccc2)cc1C	-1.47	1632	3.5	3.1	8.6	0.524	-0.348	0.547	0.0599	i	13.0	i	27.4	-4.8	1017	0.6%	-1.2%	-10.9	704
CSc1ncccc1C(=O)OCC(=O)NC(N)=O	.	.	1.9	1.4	5.5	0.237	-0.175	0.868	0.483	i	1.1	i	19.4	0.3	1018	-0.1%	10.2%	2.8	733
CCOc1ccc(CCNC(=O)COc2cc(=O)n(C)c3ccccc23)cc1OCC	-0.76	1298	3.6	3.0	13.4	0.496	-0.257	0.495	-0.98	i	0.2	i	59.2	2.9	921	-0.2%	-3.7%	99.6*	736*
O=c1c2sccc2n(Cc2cccc(F)c2)c(=O)n1-c1ccc(F)cc1	-0.12	1553	1.6	2.8	8.3	-0.302	-0.232	-0.397	0.291	i	-5.9	i	54.2	1.8	1022	-1.4%	-7.3%	0.5	661
COc1cccc(S(=O)(=O)N2CCOCC2)c1	0.45	950	1.2	0.7	9.9	0.248	0.0745	0.343	-0.016	i	-5.5	i	34.8	.	.	-0.9%	8.2%	5.7	758

Screening data as filed in PubChem BioAssay.
